Screens as filed in PubChem BioAssay.
PREPL inh: inhibitors of human prolyl oligopeptidase-like enzyme PREPL; 320,000 compounds, 0.68% hits; AID 2751; inhibition, % at 5.96 µM; Q4J6C6; recombinant PREPL, fluorescence polarization activity-based probe; in the data active means inhibition above about 43%;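 further: 0% = enzyme with DMSO and 100% = wells lacking enzyme; many of its hits are not listed in these tables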
PAFAH2 FP inh: inhibitors of human PAFAH2; AID 492956; 340,000 compounds, 0.99% hits; inhibition, % at 3.39 µM; recombinant PAFAH2, FP-rhodamine activity probe, fluorescence polarization; Q99487;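 active means inhibition above the mean over all tested compounds plus 3 SD, cut at about 30% in these data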;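 further: inhibitors block probe labeling of enzyme so polarization drops; 0% = enzyme with DMSO and 100% = wells lacking PAFAH2 protein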
PAFAH1B3 inh: blocks human PAF acetylhydrolase 1B catalytic subunit 3; 340,000 compounds, 0.28% hits; recombinant PAFAH1B3, FP-rhodamine probe, fluorescence polarization; Q15102; AID 492972; inhibition, % at 3.39 µM;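 active means inhibition above the screen-wide average of all tested compounds plus 3 SD, cut at about 25% in these data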;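 further: 0% = enzyme with DMSO only and 100% = wells lacking PAFAH1B3 protein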
Target sequence (Q15102 whole entry, looked up): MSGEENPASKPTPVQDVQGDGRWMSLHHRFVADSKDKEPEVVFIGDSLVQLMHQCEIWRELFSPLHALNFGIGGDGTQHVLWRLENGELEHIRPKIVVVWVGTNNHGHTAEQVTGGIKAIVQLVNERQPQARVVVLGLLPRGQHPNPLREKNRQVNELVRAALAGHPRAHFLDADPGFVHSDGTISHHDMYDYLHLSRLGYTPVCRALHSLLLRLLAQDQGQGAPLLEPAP
PAD4 inh: PAD4 (human) enzyme inhibition; Q9UM07; recombinant PAD4, RCA probe fluorescence polarization; inhibition, % at 6.36 µM; 330,000 compounds, 0.41% hits;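 active means percent inhibition above a cutoff equal to the mean of all tested compounds plus 3 SD, cut at about 15% in these data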;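 further: 0% = PAD4 with RCA probe and DMSO and 100% = probe without PAD4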
EBNA-1 inhibitor: blocks EBNA-1 binding to DNA | 300,000 compounds, 0.34% hits | inhibition, % at 14.8 µM | AID 1950 | EBNA-1 DNA binding, fluorescence polarization; in the data active means inhibition above about 28%
LYPLA1 inh: blocks human lysophospholipase 1, a PME1 counter-screen; inhibition, % at 5.9 µM; recombinant LYPLA1, FP-Rh probe fluorescence polarization; 320,000 compounds, 0.16% hits; O75608;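 active means inhibition above the mean of all tested compounds plus 3 SD, set per campaign, cut at about 14% in these data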;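 further: inhibitors block serine hydrolase probe labeling of LYPLA1 so polarization falls; 0% = enzyme with DMSO and 100% = wells lacking LYPLA1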
Target sequence (O75608 whole entry, looked up): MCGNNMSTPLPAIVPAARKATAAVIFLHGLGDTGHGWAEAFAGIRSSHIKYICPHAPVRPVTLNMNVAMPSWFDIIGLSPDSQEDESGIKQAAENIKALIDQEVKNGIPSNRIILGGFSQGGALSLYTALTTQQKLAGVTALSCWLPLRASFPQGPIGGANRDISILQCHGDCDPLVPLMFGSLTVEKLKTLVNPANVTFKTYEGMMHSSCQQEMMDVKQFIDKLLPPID
GSTO1 counter: GSTO1 inhibition, counter-screen for RBBP9 inhibitors | recombinant GSTO1, activity-based probe fluorescence polarization | AID 1974 | 300,000 compounds, 1.1% hits | inhibition, % at 5.96 µM;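 active means inhibition above the campaign mean inhibition plus 3 SD, cut at about 35% in these data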;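 further: 0% = GSTO1-1 with DMSO and 100% = wells lacking GSTO1-1 enzyme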
ZTA counter: ZTA (EBV) inhibition in EBNA-1 counter-screen. inhibition, % at 11 µM. P03206. ZTA-DNA binding, fluorescence polarization. AID 2234. 320,000 compounds, 0.15% hits; in the data active means inhibition above about 33%
Target sequence (P03206 whole entry, looked up): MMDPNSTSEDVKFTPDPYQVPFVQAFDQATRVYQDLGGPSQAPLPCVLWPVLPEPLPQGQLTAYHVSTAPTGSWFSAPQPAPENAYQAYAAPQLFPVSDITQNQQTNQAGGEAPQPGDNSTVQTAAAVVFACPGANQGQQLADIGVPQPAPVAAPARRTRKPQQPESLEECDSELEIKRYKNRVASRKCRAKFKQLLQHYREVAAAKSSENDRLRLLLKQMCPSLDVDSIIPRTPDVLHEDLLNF
LYPLA2 counter: LYPLA2 (human) inhibition in PME1 counter-screen; recombinant LYPLA2, FP-Rh probe fluorescence polarization; inhibition, % at 5.9 µM; 320,000 compounds, 0.38% hits; O95372;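 active means inhibition above the screen-wide mean plus 3 SD, limit set per campaign, cut at about 26% in these data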;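 further: 0% = LYPLA2 with DMSO and 100% = wells lacking LYPLA2 enzyme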
Target sequence (O95372 whole entry, looked up): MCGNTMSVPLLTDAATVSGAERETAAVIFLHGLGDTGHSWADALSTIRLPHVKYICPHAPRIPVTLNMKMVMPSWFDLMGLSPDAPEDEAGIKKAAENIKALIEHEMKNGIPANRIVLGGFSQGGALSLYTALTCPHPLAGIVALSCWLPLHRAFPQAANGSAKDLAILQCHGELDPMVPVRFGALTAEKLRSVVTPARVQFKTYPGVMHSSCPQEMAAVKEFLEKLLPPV
Starred values were filed as active, the others as inactive; · = no result given. Only part of the results is shown, so the mix of outcomes need not match the whole.

SMILES	PREPL inh	PAFAH2 FP inh	PAFAH1B3 inh	PAD4 inh	EBNA-1 inhibitor	LYPLA1 inh	GSTO1 counter	ZTA counter	LYPLA2 counter
CCOC(=O)N1CCN(CC(=O)Nc2cc3c(cc2C(C)=O)OCO3)CC1	4	-4	2	-8	-2	-2	-2	-13	-5
CC(=O)Nc1sc2c(c1C(=O)N1CCOCC1)CCCCC2	-16	6	11	-6	-11	2	-4	3	-1
CCN(CC)CCCNc1ccc(-c2nnc(-c3ccc(OCC(C)C)cc3)o2)cn1	-6	10	4	-2	-4	-1	-20	1	-1
COc1ccc2oc(C(=O)NN3C(C)CCCC3C)c(C)c2c1 (stereo not drawn)	10	1	5	-4	-8	-2	-8	-12	1
COC(=O)c1cc(-c2cccc(OC)c2)on1	-2	6	6	-8	-9	-1	5	12	-6
CC(C)C(=O)N1CCN(c2ccccc2NC(=O)c2cccc(Cl)c2)CC1	0	10	8	2	2	-1	-8	-1	-13
Cn1c(SCC(=O)NCc2ccco2)nc2ccccc2c1=O	12	4	-11	2	10	1	2	-1	4
COc1ccccc1C(CC(=O)O)NS(=O)(=O)c1ccc2c(c1)N(C(C)=O)CC(C)O2 (stereo not drawn)	4	4	9	3	-2	-2	7	-9	1
O=C(O)c1cccc(NC(=S)N/N=C/c2ccccc2OCc2ccc(Br)cc2)c1	-21	-39	2	7	27	-15	4	-6	6
CCC(C)(C)C1CCc2[nH]nc(C(=O)NN)c2C1 (stereo not drawn)	21	1	-3	4	4	0	-9	-3	4
CCCN(CC(=O)Nc1cc(C)on1)S(=O)(=O)c1cccc(C(F)(F)F)c1	-2	-2	3	3	1	1	5	-3	7
CCN(CC)C(=O)c1ccc(-c2nnc(Nc3ccc(C(=O)NC)cc3)c3ccccc23)cc1	7	0	-3	-3	-1	0	-4	-3	2
CCC(c1nnc(SCC(=O)Nc2ccc(C(=O)Nc3ccccc3OC)cc2)o1)N(C)C (stereo not drawn)	2	-4	1	-2	7	-8	-6	6	-9
Cc1nc2c(c3c1[nH]c1ccccc13)C(=O)CC(C)(C)C2	-12	0	5	0	-13	-2	0	10	-9
Cc1ccc(NC(=O)CSc2nc(N)cc(=O)[nH]2)cc1Cl	-16	-26	-14	0	3	4	5	-24	-3
CCc1cc(=O)oc2cc(C)cc(OC(C)C(=O)NCc3ccccn3)c12 (stereo not drawn)	-4	4	8	1	8	4	1	6	5
N#Cc1ccccc1NC(=O)CN1CCOCC1	12	-10	9	1	-2	1	1	-12	-4
COCCNC(=O)CN(C(=O)c1ccc(N2CCCC2)nc1)c1ccc(Cl)cc1	7	1	4	-5	-20	-1	1	-24	2
CCOc1ccccc1OCCC(=O)OCC(=O)Nc1c(C)nn(-c2ccccc2)c1C	9	1	-2	3	-1	0	-5	7	-1
Cc1ccc(NC(=O)Cn2c(O)c(N=NC(N)=S)c3ccccc32)cc1	9	-1	0	-1	-10	-10	5	-26	-8
CNC(=O)c1oc(-c2ccccc2)nc1C	-4	0	1	-3	-2	-5	6	0	4
COc1ccc(CNC(=O)c2ccc(NC(=O)CC3SC(N4CCCC4)=NC3=O)cc2)cc1 (stereo not drawn)	7	8	15	2	-3	3	8	-2	16
COc1cc(/C=C2/C(=N)N3C(=NC2=O)SN=C3S(C)(=O)=O)ccc1OC(=O)c1ccco1	62*	-3	4	-1	-9	-1	12	-6	2
O=C(C[C@H]1C/C=C\C[C@H](Cc2ccc(F)cc2)C(=O)OCCNC1=O)NCCO	3	0	12	2	·	·	·	·	·

Quoted from the listing.
LYPLA1 inh with Cc1nc2c(c3c1[nH]c1ccccc13)C(=O)CC(C)(C)C2 : -2
PREPL inh with Cc1ccc(NC(=O)Cn2c(O)c(N=NC(N)=S)c3ccccc32)cc1 : 9
GSTO1 counter with CCC(c1nnc(SCC(=O)Nc2ccc(C(=O)Nc3ccccc3OC)cc2)o1)N(C)C (stereo not drawn) : -6

(cont.)
SMILES	PREPL inh	PAFAH2 FP inh	PAFAH1B3 inh	PAD4 inh	EBNA-1 inhibitor	LYPLA1 inh	GSTO1 counter	ZTA counter	LYPLA2 counter
NC(=O)[C@@H]1CC2(CC(c3cccc(NC(=O)CC(c4ccccc4)c4ccccc4)c3)=NO2)CN1C(=O)COc1ccc(Cl)cc1 (stereo partly drawn)	2	-47	-27	2	9	-34	-23	6	-81
Cc1ccc(C(=O)N/C(=C/c2ccco2)C(=O)NCCCn2ccnc2)cc1	4	0	10	-3	-10	2	3	-4	1
CN(Cc1nc(-c2ccccn2)no1)S(=O)(=O)c1ccccc1	3	2	8	-3	-9	-3	-3	3	-4
OC[C@H]1OC(Nc2ccc(N=Nc3ccccc3)cc2)[C@@H](O)[C@@H](O)[C@@H]1O (stereo partly drawn)	9	3	5	-2	9	-2	9	-9	1
O=C(CN1CCN(S(=O)(=O)c2ccccc2)CC1)Nc1ccccc1C(=O)NC1CC1	9	9	6	-1	·	2	·	-11	1
COc1ccc([N+](=O)[O-])cc1N/C(=N/S(=O)(=O)c1ccccc1)c1ccccc1	13	-6	2	4	0	-1	-4	-18	4
CN(c1ccccc1)S(=O)(=O)c1ccc2[nH]c(=O)oc2c1	-10	-8	-4	-6	-5	-1	10	0	2
CCN(CC)S(=O)(=O)c1ccc2oc(C(=O)O)c(C)c2c1	11	1	0	1	-3	-2	5	-33	0
Cc1ccc(OCC(=O)Nc2ccccc2C(=O)N2CCCC2)cc1	16	0	-4	4	0	-2	-1	-24	-6
COCOc1ccc(/C=C/C(=O)c2c(OCOC)cc(OCOC)c(CC=C(C)C)c2O)cc1OCOC	1	·	·	3	-4	-4	7	10	5
O=C1c2ccccc2-c2cccc(NS(=O)(=O)c3ccc(C(F)(F)F)cc3)c21	-13	0	1	1	0	-3	-1	4	-2
CSc1nc2c(c(=O)n1C)SC(C)C2 (stereo not drawn)	-8	0	-6	-1	5	-4	7	17	-1
Cc1onc(-c2ccccc2Cl)c1C(=O)NC(=S)NCc1cccnc1	-7	-5	7	-3	-14	0	11	-28	4
N/C(=N\OC(=O)Oc1ccccc1)c1ccc([N+](=O)[O-])cc1	11	-3	-1	-2	2	-4	1	-1	-14
COc1ccccc1OCCN(C#N)c1nc(N(C)C)nc(N(C)C)n1	-7	6	0	-3	-10	-2	4	-10	-1
CCOC(=O)c1ccc(N2C(=O)c3n[nH]c(C)c3C2c2ccc(OC)cc2)cc1 (stereo not drawn)	-17	-11	9	0	5	11	-4	1	5
Cc1cccc(C)c1NC(=O)c1sccc1SCc1cccc(C(F)(F)F)c1	39	-4	5	-14	-12	-7	3	-3	-15
CC1=C(C(=O)OCc2ccccc2)C(c2ccccc2[N+](=O)[O-])NC(=O)N1C (stereo not drawn)	-1	3	6	2	4	6	6	-6	4
COCCNCc1ccc(Cl)cc1Cl	-1	-1	7	1	3	0	-3	-4	4
COc1ccc(C)cc1NC(=O)Nc1ccccc1	3	4	-1	1	-2	1	7	-5	6
CCOc1cc(/C=C2/C(=N)N3OC(C)=CC3=NC2=O)ccc1OC	0	2	9	-6	1	6	3	-10	2
CC1(C)Cc2nc3[nH]c(=S)n(-c4ccccc4)c(=O)c3cc2CO1	-4	5	18	-1	4	-2	-1	1	-1
COc1ccc(Cn2c(C)nc3c(c(=O)c4ccccc4n3C)c2=O)cc1	-2	3	-1	-2	-2	0	-2	-2	5
O=C(N/N=C/c1cccs1)c1n[nH]c2c1CCCC2	8	4	4	-4	-11	-2	-2	-3	-9
COc1ccccc1NC(=S)N(CCCN(C)C)Cc1cc2cc3c(cc2[nH]c1=O)OCO3	24	-5	0	2	3	-1	-4	17	-4
Cc1ccc(NC(=O)CCC(=O)N2CCN(S(=O)(=O)c3ccc(C)cc3)CC2)cc1	10	18	4	4	·	1	·	-2	5
C[C@@H]1C=C[C@](Cc2ccccc2)(C(=O)O)N1C(=O)c1ccccc1	-1	1	11	1	1	1	0	18	6
S=C1NCCOCCOCCOCCOCCNC(=S)NCCOCCOCCOCCOCCN1	-1	2	-6	-4	8	-2	2	10	2
Cc1ccc2nc(SCC(=O)N3CCN(c4ccccc4)CC3)[nH]c2c1	-2	7	3	-1	6	-2	1	4	3
Cc1ccc(C(=O)NCc2nnc3c(C(F)(F)F)cc(Cl)cn23)o1	0	-5	-1	-1	3	0	1	-1	-3
COc1ccc(-n2c(SCC(=O)Nc3ccc(Br)cc3)nc(O)cc2=O)cc1	-21	0	1	0	13	-10	-5	16	-21
Cc1ccc(S(=O)(=O)CCC(=O)OCC(=O)N2c3ccccc3NC(=O)C2(C)C)cc1	-1	8	0	-3	-3	5	15	-22	12
CCC(=O)Nc1nnc(CCc2ccccc2)s1	-7	-1	-2	0	-6	-1	4	-3	-3
Cc1cc(N2C(=O)C(=O)/C(=C(/O)c3ccc(F)cc3)C2c2ccc(Cl)cc2)no1 (stereo not drawn)	5	-3	6	2	-24	-1	-11	1	1
O=C(NCc1ccco1)C1(c2ccc(Cl)cc2)CCCC1	-3	18	-2	-3	-2	3	9	16	1
O=S(=O)(c1ccc(NC(=S)N/N=C/c2ccc(O)c(O)c2)cc1)N1CCOCC1	33	5	12	-2	-9	-18	21	-2	4
Cc1cc(N2C(=O)CC(Cc3ccc(Cl)cc3)C2=O)no1 (stereo not drawn)	4	1	7	-2	-16	-2	7	0	-3
Fc1ccccc1CSc1nc2ncccc2[nH]1	4	8	4	-5	6	1	-4	4	1
Cc1ccc(-c2cc(C(=O)NCc3ccccn3)no2)cc1	0	2	14	-1	-8	0	1	-3	1
COc1ccc(S(=O)(=O)N2CCCCC2)cc1NC(=O)C1CC(=O)N(Cc2ccco2)C1 (stereo not drawn)	10	-2	6	2	·	·	·	·	·
NC(=O)C1CCCN(S(=O)(=O)c2ccc3ccccc3c2)C1 (stereo not drawn)	6	1	4	2	-5	-4	2	5	-2
COc1ccc(OC)c(S(=O)(=O)Nc2ccc(OCC(=O)O)cc2)c1	-10	-1	4	-2	-5	-3	1	-1	-4
CCOC1(/N=C(\C)NS(=O)(=O)c2ccc(Cl)cc2)C(C)=CC(=O)C=C1C	7	-2	3	-3	-14	-1	5	-7	2
COc1ccc(S(=O)(=O)N2CCN(C)CC2)cc1	9	0	6	1	-9	-1	13	-4	-1
Cc1cccc(NC(=O)CN2C(=O)NC3(CCCC3)C2=O)n1	3	-5	3	2	-1	0	-8	22	3
Cc1ccc(C)c(OCCC(=O)OCC(=O)NCCc2ccc(S(N)(=O)=O)cc2)c1	-3	1	5	4	9	-1	-2	2	-3
CCCc1nnc(NC(=O)CCC(=O)N2CCN(c3ccccn3)CC2)s1	15	7	1	-2	1	1	-1	0	-4
Cc1cc(N2CCN(Cc3cn(C)nc3-c3ccccc3F)CC2)cc(C)n1	-1	2	10	-4	-1	-1	-3	12	-5
CCCN1CCN(C(=O)c2ccc(F)c(S(=O)(=O)N3CCOCC3)c2)CC1	-5	-1	-4	-4	·	-5	·	2	1
COc1ccc(S(=O)(=O)N(C)C)cc1NC(=O)Cc1c[nH]c2ccccc12	2	-9	5	-8	7	-5	9	12	1
CCCCc1nnc(NC(=O)CCS(=O)(=O)c2ccc(Cl)cc2)s1	3	2	0	-28	·	3	·	12	1
CNCCOc1ccccc1C(C)(C)C	1	-3	2	0	13	3	1	6	-4
O=C(Nc1ccc2c(c1)C(=O)N(CC1CCCO1)C2=O)c1ccc(Cl)c(Cl)c1 (stereo not drawn)	9	-4	10	-3	-7	2	-4	-9	15
O=C(CCSc1nnc2scc(-c3ccccc3)n12)NCc1ccc2c(c1)OCO2	8	4	6	0	4	0	-5	2	-1

Gathered by group, the entries above containing a cyano group.
SMILES	PREPL inh	PAFAH2 FP inh	PAFAH1B3 inh	PAD4 inh	EBNA-1 inhibitor	LYPLA1 inh	GSTO1 counter	ZTA counter	LYPLA2 counter
N#Cc1ccccc1NC(=O)CN1CCOCC1	12	-10	9	1	-2	1	1	-12	-4
COc1ccccc1OCCN(C#N)c1nc(N(C)C)nc(N(C)C)n1	-7	6	0	-3	-10	-2	4	-10	-1
